Screening data deposited in PubChem BioAssay by Southern Research Specialized Biocontainment Screening Center.
Salmonella PhoP GFP = PhoP regulon inhibitors, Salmonella typhi PhoP promoter GFP reporter, confirmatory (AID 1850); actives 0.33% (n = 310,000); one-dose inhibition, % at 50 µM; IC50 in µM for titrated hits; Salmonella Typhi PhoP-promoter GFP reporter, fluorescence, 4 h; higher % means a stronger effect; in the data active means a potency from the dose series; inconclusive means inhibition mostly from about 25% at the one dose, without a potency; inactive means the rest, 99 in 100 with inhibition below about 19%;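 further: 0% = induced wells with vehicle and 100% = uninduced wells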
M. tuberculosis = growth inhibition of non-replicating M. tuberculosis (AID 488890) | Mycobacterium tuberculosis non-replicating, growth inhibition; higher % means a stronger effect | one-dose inhibition, % at 25 µM; IC50 in µM for titrated hits | actives 0.39% (n = 320,000); in the data active means a potency from the dose series; inconclusive means inhibition mostly from about 82% at the one dose, without a potency; inactive means the rest, 99 in 100 with inhibition below about 76%;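 further: plate controls were DMSO cells for no effect and high antibiotic wells for full effect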
inhibitors of VEEV = inhibitors of VEEV TC-83 cytopathic effect, confirmation, Vero cells (AID 588727). one-dose inhibition, % at 20 µM; IC50 in µM for titrated hits. Vero cells, VEEV TC-83 cytopathic effect inhibition; higher % means a stronger effect. actives 0.13% (n = 350,000); in the data active means a potency from the dose series; inconclusive means inhibition mostly from about 14% at the one dose, without a potency; inactive means the rest, 99 in 100 with inhibition below about 12%; further: strong numbers were not always called active
H37Rv inhibition = M. tuberculosis growth inhibition, HTS (AID 449762) | M. tuberculosis H37Rv growth inhibition, 7H9 media; higher % means a stronger effect | inhibition, % at 25 µM, or IC50 in µM where a hit was titrated | actives 0.59% (n = 330,000); in the data active means a potency from the dose series; inconclusive means inhibition above about 70% without an active follow-up result;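 further: bacterial growth assessed after seven days of incubation; strong numbers were not always called active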
H1N1 NS1A inhibition = NS1A inhibition, H1N1 influenza, cell based functional assay (AID 504329); NS1A functional cell-based assay, percent inhibition; higher % means a stronger effect; one-dose inhibition, % at 12.5 µM; IC50 in µM for titrated hits; actives 0.3% (n = 340,000); in the data active means a potency from the dose series; inconclusive means inhibition above about 27% without an active follow-up result; further: strong numbers were not always called active
inhibitors of VEEV 10K pilot screen = recorded beside inhibitors of VEEV, whose call it bears; inhibition, %; measured here: 10K pilot screen inhibition
* hit, by the source's call.

Results for N/C(=N\OC(=O)Nc1ccc(Cl)cc1)c1ncc(C(F)(F)F)cc1Cl ?
Salmonella PhoP GFP: -2%; M. tuberculosis: -14%; inhibitors of VEEV: 5.8%; H37Rv inhibition: 3%; H1N1 NS1A inhibition: -6%

Results for Cc1cc(C)cc(C(=O)NC(CC(N)=O)c2ccc(NC3CCCCCCCCCCC3)c([N+](=O)[O-])c2)c1 (stereo not given) ?
Salmonella PhoP GFP: 9%; M. tuberculosis: 6%; inhibitors of VEEV: 0.1%; H37Rv inhibition: 2%; H1N1 NS1A inhibition: 6%

How did Fc1ccccc1CNCCC(Cc1ccccc1)c1ccc2c(c1)OCO2 (stereo not given) do in these assays?
Salmonella PhoP GFP: -10%; M. tuberculosis: 68%; inhibitors of VEEV: inactive; H37Rv inhibition: inconclusive; H1N1 NS1A inhibition: 7%

Results for CCOC(=O)C1CCN(C(=O)Cc2c(C(=O)O)[nH]c3ccccc23)CC1 ?
Salmonella PhoP GFP: 4%; M. tuberculosis: 2%; inhibitors of VEEV: 3.8%; H37Rv inhibition: 8%; H1N1 NS1A inhibition: 0%; inhibitors of VEEV 10K pilot screen: 0.7

Results for CCCc1c(C)nc(N2CCN(c3ccc(F)cc3)CC2)[nH]c1=O ?
Salmonella PhoP GFP: -11%; M. tuberculosis: -7%; inhibitors of VEEV: 0.6%; H37Rv inhibition: 7%; H1N1 NS1A inhibition: -4%

How did Nc1ccc(S(=O)(=O)Nc2nc(-c3ccccc3)cc(-c3ccccc3)n2)cc1 do in these assays?
Salmonella PhoP GFP: 0%; M. tuberculosis: 9%; inhibitors of VEEV: 5.3%; H37Rv inhibition: 2%; H1N1 NS1A inhibition: 7%

Results for CCOCCCNC(=O)c1cccc(OC2CCN(S(C)(=O)=O)CC2)c1 ?
Salmonella PhoP GFP: -8%; M. tuberculosis: -11%; inhibitors of VEEV: 0.1%; H37Rv inhibition: 2%; H1N1 NS1A inhibition: -5%

Results for CCC(CO)Nc1ncc([N+](=O)[O-])cc1C#N (stereo not given) ?
Salmonella PhoP GFP: -27%; M. tuberculosis: 3%; inhibitors of VEEV: inactive; H37Rv inhibition: -2%; H1N1 NS1A inhibition: -5%

What do the screens show for `O=C(CCNS(=O)(=O)c1ccc(Br)s1)NC1CCCC1`?
Salmonella PhoP GFP: -6%; M. tuberculosis: 6%; inhibitors of VEEV: 1.7%; H37Rv inhibition: -4%; H1N1 NS1A inhibition: 0%

Results for COc1ccc(C)cc1NC(=O)CN(c1ccccc1)S(C)(=O)=O ?
Salmonella PhoP GFP: -7%; M. tuberculosis: 3%; inhibitors of VEEV: 7.4%; H37Rv inhibition: -3%; H1N1 NS1A inhibition: 7%

Results for Cc1ccc(CN2CCN(C(=O)C3CCCO3)CC2)cc1 (stereo not given) ?
Salmonella PhoP GFP: 3%; M. tuberculosis: 17%; inhibitors of VEEV: 1.8%; H37Rv inhibition: 4%; H1N1 NS1A inhibition: 21%

What do the screens show for `CC(=O)NC(c1ccco1)c1cc(Cl)c2ccc(Cl)nc2c1O` (stereo not given)?
M. tuberculosis: 33%; inhibitors of VEEV: inactive; H37Rv inhibition: 6%; H1N1 NS1A inhibition: -18%

Results for CCOC(=O)[C@@H]1[C@H]2COc3ccc(Br)cc3[C@@H]2N2C(=O)N(c3ccc(C(F)(F)F)cc3)C(=O)[C@]12C ?
Salmonella PhoP GFP: -2%; M. tuberculosis: 5%; inhibitors of VEEV: inactive; H37Rv inhibition: 3%; H1N1 NS1A inhibition: -2%

Results for CN(C)/C=N/c1nc2nccc(-c3cccnc3)n2n1 ?
Salmonella PhoP GFP: -6%; M. tuberculosis: -2%; inhibitors of VEEV: 0.4%; H37Rv inhibition: -3%; H1N1 NS1A inhibition: 4%

Results for O=C(CN1C(=O)S/C(=C\c2ccccc2F)C1=O)Nc1ccccc1O ?
Salmonella PhoP GFP: 11%; M. tuberculosis: 5%; inhibitors of VEEV: 0.8%; H37Rv inhibition: -1%; H1N1 NS1A inhibition: -4%

Reprinted from the part before: 2 compounds, followed by the next part.
Results for CN(C)/C=N/c1nc2nccc(-c3cccnc3)n2n1 ?
Salmonella PhoP GFP: -6%; M. tuberculosis: -2%; inhibitors of VEEV: 0.4%; H37Rv inhibition: -3%; H1N1 NS1A inhibition: 4%

Results for O=C(CN1C(=O)S/C(=C\c2ccccc2F)C1=O)Nc1ccccc1O ?
Salmonella PhoP GFP: 11%; M. tuberculosis: 5%; inhibitors of VEEV: 0.8%; H37Rv inhibition: -1%; H1N1 NS1A inhibition: -4%

How did CC1=C(C)CC(C(=O)NCc2ccc3c(c2)OCO3)C(C(=O)O)C1 (stereo not given) do in these assays?
Salmonella PhoP GFP: -3%; M. tuberculosis: 3%; inhibitors of VEEV: inactive; H37Rv inhibition: -13%; H1N1 NS1A inhibition: 2%

What do the screens show for `CC(=O)C1=C(N2CCCCC2)CCC1=O`?
Salmonella PhoP GFP: -7%; M. tuberculosis: -4%; inhibitors of VEEV: 0.8%; H37Rv inhibition: 6%; H1N1 NS1A inhibition: 7%

What do the screens show for `Cc1cccc(CNc2ncnc3ccc(-c4ccoc4)cc23)c1`?
M. tuberculosis: 6%; inhibitors of VEEV: 8.4%; H37Rv inhibition: inconclusive; H1N1 NS1A inhibition: -15%

What do the screens show for `O=C(Nc1ccc(F)cc1)c1nc[nH]c1C(=O)Nc1ccc([N+](=O)[O-])cc1`?
Salmonella PhoP GFP: -8%; M. tuberculosis: 13%; inhibitors of VEEV: 0.3%; H37Rv inhibition: 12%; H1N1 NS1A inhibition: -5%

Results for CCCN1CCN(CCCNC(=O)c2cc3c(=O)[nH]c4ccc(C)cc4c3s2)CC1 ?
Salmonella PhoP GFP: 4%; M. tuberculosis: 72%; inhibitors of VEEV: 66%; H37Rv inhibition: -4%; H1N1 NS1A inhibition: -6%

What do the screens show for `CC(Oc1ccccc1)C(=O)Nc1nnc(C2CCCCC2)s1` (stereo not given)?
Salmonella PhoP GFP: -3%; M. tuberculosis: 59%; inhibitors of VEEV: 1.0%; H37Rv inhibition: -3%; H1N1 NS1A inhibition: 6%

Results for O=c1[nH]cnc2c1ncn2Cc1ccc([N+](=O)[O-])cc1 ?
Salmonella PhoP GFP: -12%; M. tuberculosis: -3%; inhibitors of VEEV: 0.5%; H37Rv inhibition: 4%; H1N1 NS1A inhibition: 3%

How did Cc1ccc(C)c(SCC(=O)N(C)C2CCS(=O)(=O)C2)c1 (stereo not given) do in these assays?
M. tuberculosis: 5%; inhibitors of VEEV: 0.8%; H37Rv inhibition: 5%; H1N1 NS1A inhibition: -1%

How did COc1ccc(-c2cc(C(=O)NN3CCOCC3)c3ccccc3n2)cc1OC do in these assays?
inhibitors of VEEV: 6.2%; H1N1 NS1A inhibition: 17%

What do the screens show for `Cc1cccc(-n2ncc3c(NNC(=O)c4ccco4)ncnc32)c1`?
Salmonella PhoP GFP: 0%; M. tuberculosis: 47%; inhibitors of VEEV: 5.0%; H37Rv inhibition: 31%; H1N1 NS1A inhibition: -7%

How did CCOc1ccc(NC(=O)CN(C)C(=O)c2ccccc2SCc2c(C)noc2C)cc1OCC do in these assays?
Salmonella PhoP GFP: 11%; M. tuberculosis: -1%; inhibitors of VEEV: 7.1%; H37Rv inhibition: -6%; H1N1 NS1A inhibition: -5%

Results for CCC(C)N(C(=O)Cn1nnc(-c2ccc(F)cc2)n1)C1CCS(=O)(=O)C1 (stereo not given) ?
Salmonella PhoP GFP: -7%; M. tuberculosis: -5%; inhibitors of VEEV: 3.7%; H37Rv inhibition: -25%; H1N1 NS1A inhibition: -1%

Results for O=C(Nc1cccnc1)c1cc2nc(C3CC3)cc(C(F)(F)F)n2n1 ?
Salmonella PhoP GFP: 1%; M. tuberculosis: 9%; inhibitors of VEEV: 1.5%; H37Rv inhibition: -5%; H1N1 NS1A inhibition: -4%

What do the screens show for `O=c1cc(-c2ccccc2)oc2cc(O)c(O)c(O)c12`?
M. tuberculosis: 3%; inhibitors of VEEV: 2.9%; H37Rv inhibition: 4%; H1N1 NS1A inhibition: 11%

What do the screens show for `Cn1c(C(=O)NCc2cccs2)cc2oc3ccccc3c21`?
Salmonella PhoP GFP: -16%; M. tuberculosis: 7%; inhibitors of VEEV: 1.3µM*; H37Rv inhibition: -1%; H1N1 NS1A inhibition: 9%

Results for Cc1nnc(NC(=O)C(C)Sc2nnc(-c3ccco3)n2C(C)C)s1 (stereo not given) ?
Salmonella PhoP GFP: 7%; M. tuberculosis: -5%; inhibitors of VEEV: 0.5%; H37Rv inhibition: -1%; H1N1 NS1A inhibition: 12%

What do the screens show for `COc1ccc(N2CCN(C(CNC(=O)C(=O)NCc3cccnc3)c3ccco3)CC2)cc1` (stereo not given)?
Salmonella PhoP GFP: -11%; M. tuberculosis: -5%; inhibitors of VEEV: 0.1%; H37Rv inhibition: -8%; H1N1 NS1A inhibition: 1%

Results for Cc1cc(C)cc(NC(=O)CSc2nnc(CNC(=O)c3cccs3)o2)c1 ?
Salmonella PhoP GFP: 25%; M. tuberculosis: 1%; inhibitors of VEEV: 1.5%; H37Rv inhibition: -1%; H1N1 NS1A inhibition: -22%

What do the screens show for `CC1CC(C)CN(S(=O)(=O)c2ccc(C(=O)Nc3sccc3C(N)=O)cc2)C1` (stereo not given)?
Salmonella PhoP GFP: -7%; M. tuberculosis: -5%; inhibitors of VEEV: 2.4%; H37Rv inhibition: -10%; H1N1 NS1A inhibition: 3%

How did Cc1ccc(C)c2sc(NC(=O)CN3C(=O)CCC3=O)nc12 do in these assays?
Salmonella PhoP GFP: 16%; M. tuberculosis: -2%; inhibitors of VEEV: inactive; H37Rv inhibition: -7%; H1N1 NS1A inhibition: 11%

What do the screens show for `COc1ccc(CN(C2CCCC2)S(=O)(=O)c2ccc(-n3cnnn3)cc2)cc1`?
Salmonella PhoP GFP: 7%; M. tuberculosis: 6%; inhibitors of VEEV: inactive; H37Rv inhibition: 0%; H1N1 NS1A inhibition: 1%

Results for OCCNC(=S)NCc1ccccc1 ?
Salmonella PhoP GFP: 0%; M. tuberculosis: -8%; inhibitors of VEEV: 0.8%; H37Rv inhibition: 3%

How did C[C@H]1C[C@H]2[C@@H]3CCC4=CC(=O)C=C[C@]4(C)[C@@]3(Cl)[C@@H](O)C[C@]2(C)[C@@]1(O)C(=O)CO do in these assays?
Salmonella PhoP GFP: -7%; M. tuberculosis: -10%; inhibitors of VEEV: 2.2%; H37Rv inhibition: -3%; H1N1 NS1A inhibition: 0%

What do the screens show for `CN(C(=O)C1CCN(S(=O)(=O)c2cccs2)CC1)c1ccccc1`?
Salmonella PhoP GFP: 3%; M. tuberculosis: -3%; inhibitors of VEEV: 3.0%; H37Rv inhibition: -2%; H1N1 NS1A inhibition: 1%

Results for Cc1cc2ccccn2c1C(=O)c1cccc(F)c1 ?
Salmonella PhoP GFP: 2%; M. tuberculosis: 26%; inhibitors of VEEV: inactive; H37Rv inhibition: 8%; H1N1 NS1A inhibition: -2%

How did O=[N+]([O-])c1cccc(S(=O)(=O)NCCc2cccs2)c1 do in these assays?
Salmonella PhoP GFP: -7%; M. tuberculosis: 5%; inhibitors of VEEV: inactive; H37Rv inhibition: 5%; H1N1 NS1A inhibition: 3%

What do the screens show for `CCCc1nn2c(=O)cc(CSCC(=O)Nc3ccc(C)cc3)nc2s1`?
Salmonella PhoP GFP: -9%; M. tuberculosis: 0%; inhibitors of VEEV: 0.4%; H37Rv inhibition: -3%; H1N1 NS1A inhibition: 8%

How did CCn1c(SCC(=O)Nc2cccc(NC(C)=O)c2)nnc1-c1ccco1 do in these assays?
Salmonella PhoP GFP: 2%; M. tuberculosis: -4%; inhibitors of VEEV: inactive; H37Rv inhibition: 4%; H1N1 NS1A inhibition: 7%

What do the screens show for `CCN(CC)CCn1c(NCc2nc3ccccc3n2Cc2ccccc2)nc2ccccc21`?
Salmonella PhoP GFP: 5%; M. tuberculosis: 42%; inhibitors of VEEV: 6.4%; H37Rv inhibition: inconclusive; H1N1 NS1A inhibition: -3%

How did Cc1csc2ncnc(N3CCN(C(=O)Nc4ccc(OC(F)(F)F)cc4)CC3)c12 do in these assays?
Salmonella PhoP GFP: 4%; M. tuberculosis: 10%; inhibitors of VEEV: 2.2%; H37Rv inhibition: 4%; H1N1 NS1A inhibition: -2%

How did C[C@]12c3[nH]c4ccc(Cl)cc4c3CCN1C(=O)[C@@H](CC(=O)NCCCn1ccnc1)C[C@@H]2C(=O)N1CCCCC1 do in these assays?
inhibitors of VEEV: inactive; H1N1 NS1A inhibition: -15%

Outcome played no part in choosing rows; about 1.5% have a hit in one of these screens.
